Assay outcomes as filed in PubChem.
Sm TGR block: inhibitors of Schistosoma mansoni thioredoxin glutathione reductase; Q962Y6; purified TGR, DTNB reduction, TNB absorbance 405 nm; Potency, µM (doses to about 114 µM), for the others: at the top dose activity change, negative = inhibition, most hits filed as inhibitors; 360,000 compounds, 3% hits; AID 485364; also: potency is read from the fitted curve at half-maximal effect; nearly all actives have a fitted effect of over 60% in size
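First, TGR (20 nM dispensed) and NADPH were mixed with compound. Second, a 15 min room-temperature incubation followed. Third, further NADPH and then DTNB were added to start the reaction. Finally, TNB absorbance was monitored kinetically.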
AMA1 RON2 block: AMA1-RON2 (P. falciparum) interaction inhibition; AlphaScreen AMA1-biotinylated RON2 peptide binding; 360,000 compounds, 0.2% hits; Potency, µM (series often up to 58.2 µM), inactives show at the top dose activity change, negative = inhibition, actives largely listed as inhibitors;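 also: potency is read from the fitted curve at half-maximal effect; 0% = vehicle wells and -100% = peptide control; nearly all actives have a fitted effect of over 45% in size; some results filed as inactive show a strong effect at the top dose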
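AMA1 (3D7) with his tag at 25 nM final met compounds first, then biotinylated RON2 peptide at 25 nM; detection used donor plus acceptor beads, 10 µg/mL apiece, read by AlphaScreen after 30 min at room temperature.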
AmpC detergent: blocks E. coli AmpC beta-lactamase in detergent assay | P00811 | 370,000 compounds, 0.041% hits | AmpC hydrolysis of nitrocefin, absorbance 480 nm, 0.01% Triton | Potency, µM (doses to about 114 µM), inactives show top-dose activity change, negative = inhibition, usual class: inhibitors | AID 485294;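 also: potency is read from the fitted curve at half-maximal effect; 0% = no-compound wells and -100% = no-enzyme wells; nearly all actives have a fitted effect of over 25% in size; some results filed as inactive show a strong effect at the top dose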
Target sequence (P00811 whole entry, looked up): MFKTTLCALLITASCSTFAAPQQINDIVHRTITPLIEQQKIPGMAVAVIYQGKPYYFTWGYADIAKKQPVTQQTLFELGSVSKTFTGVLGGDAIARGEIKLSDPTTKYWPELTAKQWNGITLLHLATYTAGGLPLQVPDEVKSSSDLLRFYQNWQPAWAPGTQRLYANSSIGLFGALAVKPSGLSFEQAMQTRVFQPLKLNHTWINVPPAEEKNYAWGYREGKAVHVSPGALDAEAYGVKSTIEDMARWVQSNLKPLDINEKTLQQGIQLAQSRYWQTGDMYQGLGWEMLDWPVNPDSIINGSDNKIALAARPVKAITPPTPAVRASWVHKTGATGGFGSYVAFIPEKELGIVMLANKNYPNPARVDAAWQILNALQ
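AmpC (5.3 nM in the dispensed reagent) in 20 mM phosphate pH 7.0 with 0.01% (detergent screen) or 0.0001% Triton X-100 was preincubated with compounds for 15 min at room temperature. Nitrocefin was then added from an 800 uM solution, and hydrolysis was followed at 480 nm.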
Giardia FBPA inh: blocks Giardia fructose-bisphosphate aldolase activity; A8B2U2; purified Giardia FBPA; Potency, µM (highest dose often 59.6 µM), for the others: at the highest dose activity, negative = inhibition, most hits filed as inhibitors; 290,000 compounds, 0.71% hits; also: potency is read from the fitted curve at half-maximal effect; nearly all actives have a fitted effect of over 55% in size
Target sequence (A8B2U2 whole entry, looked up): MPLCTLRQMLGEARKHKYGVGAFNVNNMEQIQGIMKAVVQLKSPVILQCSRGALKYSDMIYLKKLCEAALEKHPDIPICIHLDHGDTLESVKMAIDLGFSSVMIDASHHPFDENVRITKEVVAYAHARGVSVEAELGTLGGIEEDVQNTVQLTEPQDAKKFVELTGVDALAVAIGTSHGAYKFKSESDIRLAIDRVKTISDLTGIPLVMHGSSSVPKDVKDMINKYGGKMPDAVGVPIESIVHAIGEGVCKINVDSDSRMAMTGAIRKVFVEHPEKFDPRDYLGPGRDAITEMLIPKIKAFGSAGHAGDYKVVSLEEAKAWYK
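Giardia FBPA (40 nM reagent) was preincubated 10 min at RT with compound (up to 57.5 uM final), then substrate plus GAPDH/TPI/NAD/arsenate coupling system with diaphorase/resazurin was added; resorufin fluorescence (525/598 nm) was read after 20 min.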
HCV inhibitor: HCV inhibition | 340,000 compounds, 3.4% hits | AID 651820 | Huh7.5.1 HCVcc-Cre infection, luciferase reporter, 44 h | Potency, µM (highest dose often 41.8 µM), for inactives: top-dose activity change, negative = inhibition, most hits filed as inhibitors; also: potency is read from the fitted curve at half-maximal effect
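Infectious HCVcc-Cre (~0.5 moi) was added to cells just after compound, with cells seeded 4 h earlier at 1,000 per well. Luciferase activity after 44 h culture reported infection; substrate was incubated 15 min at room temperature before reading.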
HCMV inh: inhibitors of human cytomegalovirus. activity change, negative = inhibition, % at 57.5 µM. 410,000 compounds, 4.5% hits. AID 1259415. HFF cells, HCMV-luciferase reporter, 72 h; active compounds read low; in the data active = activity change below about -60%; inconclusive = no clear call, values can overlap the other calls; inactive = above about -39%
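Steps: HFFs plated, 16 h 37C; compounds added; HCMV-luciferase added to MOI 1 PFU/cell; 72 h 37C; OneGlo reagent, 5 min room temperature; luminescence read, normalized to controls.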
* marks the source's active call; other numbers are inactive results; ? = inconclusive; / = not tested or not shown; & = joins results of further samples; [ ] = dose if it differs, or a comment. Unless noted, calls follow the shape of the dose curve; as a rule, active = well fitted curve in the direction sought with a large enough effect; inconclusive = small, poorly fitted or top-dose-only effect, or another doubt; inactive = no such curve, though single readings can be large; an effect the other way counts as inactive or inconclusive. Unless noted, % is scaled to controls: 0 for no effect and ±100 for the full control effect.

Structure	Sm TGR block	AMA1 RON2 block	HCMV inh	HCV inhibitor	AmpC detergent	Giardia FBPA inh
COc1ccc(CC(=O)NCC2COc3ccccc3O2)cc1 (stereo unspecified)	/	-4%	54	-6%	3%	1%
O=C(COc1ccc(Cl)cc1)NCc1nnc(SCC(=O)N2CCCCCC2)o1	5%	1%	43	4%	4%	8%
N#Cc1nc(-c2ccc(F)cc2)oc1NCCCn1ccnc1	-19%	/	/	/	-2%	8%
Cc1cc([N+](=O)[O-])c2c(c1C)C1C=CCC1C(c1ccccn1)N2 (stereo unspecified)	22µM*	/	/	/	?	?
Cc1ccc(Cl)cc1-n1ncc2c(N3CCC(C(N)=O)CC3)ncnc21	-12%	/	-8	/	-4%	/
C=Cn1c(C(=O)O)cc(CC)c1-c1ccccc1	0%	-11%	6	12%	-19%	10%
CCn1ccnc1CNC(=O)CC1C(=O)NCCN1CC(c1ccccc1)c1ccccc1 (stereo unspecified)	-18%	58%[activator]	-38	4%	-6%	-23%
CC(c1nnc(SCC(=O)Nc2cccnc2Cl)n1Cc1ccccc1)N(C)C (stereo unspecified)	-1%	29%	2	-3%	?	2%
CCn1c(SCC(=O)N2CCN(c3ccccc3)CC2)nnc1-c1c[nH]c2ccccc12	-1%	-3%	-75*	8.9µM*	?	-1%
CCOC(=O)N1CCN(C(=O)CN(c2ccc(OCC)cc2)S(C)(=O)=O)CC1	-16%	0%	-8	1%	-4%	5%
CC(CO)(CO)NCc1ccc(-c2ccccc2)cc1	0%	8%	?	?	?	-1%
Cn1cnnc1SCCNS(=O)(=O)c1ccccc1	2%	4%	8	3%	2%	2%
CC(C)C[C@@H]1NC(=O)[C@H](Cc2ccc(O)cc2)NC(=O)c2cc([N+](=O)[O-])cc(I)c2NCCC[C@@H](C(N)=O)NC1=O	-17%	-1%	/	-6%[8.37 µM]	?	-7%
CCCN1C(=O)c2[nH]nc(-c3ccc(OC)cc3)c2C1c1ccccn1 (stereo unspecified)	21%	/	199	/	15%	/
O=C1CC2C(=O)NCCN2C(=NC(=O)c2ccccc2)N1 (stereo unspecified)	1%	4%	67	-6%	-5%	7%
CCN(C(=O)c1nn(-c2ccc(OC)c(Cl)c2)c(=O)c2c1c1ccccc1n2C)c1cccc(C(F)(F)F)c1	-7%	/	-2	/	-5%	/
O=C(NCc1cccnc1)c1ccccc1CCc1ccccc1	/	25%	-26	-4%	4%	8%
CC(NC(=O)Cn1nc(-c2ccccc2)ccc1=O)c1ccccc1 (stereo unspecified)	4%	-5%	-14	-9%	4%	6%
CC1CCN(S(=O)(=O)c2ccc3c(c2)N(CC(=O)NCCc2ccc(Cl)cc2)C(=O)CO3)CC1	-2%	/	-7	/	9%	/
COCc1c(C#N)c(NCc2cc(OC)c(OC)c(OC)c2)nc(C)c1[N+](=O)[O-]	-1%	-9%	-34	11µM*	1%	-8%
Cc1cc(NC(=O)CO/N=C/c2ccc3c(c2)OCO3)ccc1Br	1%	7%	-20	18%	-10%	2%
CN(C(=O)CCc1nnc(CCCCc2ccccc2)o1)C1CC(C)(C)NC(C)(C)C1	-2%	-1%	25	?	0%	4%
O=C1c2ccccc2[C@@H]2C[C@H](NC34CC5CC(CC(C5)C3)C4)[C@@H](O)CCN12	/	-5%	10	7%	/	/
Cc1ccc(Cn2c(=O)n(Cc3ccccc3)c(=O)c3oc4ccccc4c32)cc1	1%	/	12	/	24%	/
Cc1cc(=O)oc2c(C)c(OCC(=O)N3CC[C@@]4(O)CCCC[C@H]4C3)ccc12	-18%	8%	2	18%	-13%	-1%
CSc1ccc(CCNC(=O)c2nn(C)c3c2CS(=O)(=O)c2ccccc2-3)cc1	-12%	-7%	?	?	?	6%
CSc1nc2sc3c(c2c(=O)n1-c1ccc(C)c(Cl)c1)CCN(C(C)=O)C3	-8%	/	-14	/	5%	/
COc1cccc(C(c2sc3nc(-c4ccco4)nn3c2O)N2CCC3(CC2)OCCO3)c1 (stereo unspecified)	-15%	/	3	/	1%	/
O=C(CCCC(=O)c1ccccc1)NCc1ccccc1	20%	8%	50	?	3%	5%
Cc1ccc(C(=O)Nc2cccc(C(=O)NC3CCCC3)c2)cc1	-26%	5%	7	/	4%	/
Cc1noc(C)c1NC(=O)Nc1cccc2c1O[C@H](CN(C)C(=O)Nc1ccc3c(c1)OCO3)[C@@H](C)CN([C@H](C)CO)C2=O	/	18%	26	9%	/	/
COc1cc(C(c2c(C)[nH][nH]c2=O)c2c(C)[nH][nH]c2=O)cc(Br)c1OC	0%	31%[activator]	-18	14%	-13%	-16%
Cc1cc(CSc2ccc(Cl)cc2)ccc1N	/	-25%	4	4µM*	/	/
O=C(O)c1cc([N+](=O)[O-])c(Nc2cccc3ccccc23)c([N+](=O)[O-])c1	-11%	-26%	50	-1%	?	-16%
CCn1ncc(Br)c1C(=O)NC(C)c1ccccc1 (stereo unspecified)	-1%	5%	10	21%	3%	1%
Cc1cccc(CNC(=O)Cn2nc(C)n3c(cc4cc(F)ccc43)c2=O)c1	16%	/	11	/	0%	/
O=C1c2ccccc2NC(c2ccc(O)cc2)N1Cc1ccco1 (stereo unspecified)	?	3%	38	-10%	-2%	11%
CCN(CCCNC(=O)C1c2ccccc2C(=O)N(CCOC)C1c1ccc(F)cc1)Cc1ccccc1 (stereo unspecified)	-7%	-2%	-10	-4%	-9%	7%
Cc1cccc(N2CCN(c3nc4ccc(Cl)cc4n4cnnc34)CC2)c1C	1%	1%	-15	-1%[8.37 µM]	-13%	3%
CCC1=C(OC(=O)N(CC)CC)N2C(=O)OC(=NCCc3c[nH]c4ccccc34)[C@]2(Cc2ccccc2)[C@H]2C1=CC[C@H]1C(=O)NC(=O)[C@H]12	-1%	-15%	74	-2%	3%	-10%&2%
Cc1cc(NC(=O)COc2ccc3oc4ccccc4c3c2)no1	-1%	-4%	-15	7%	?	1%
CCC1([N+](=O)[O-])COC(c2ccc(C(C)C)cc2)OC1 (stereo unspecified)	/	-1%	-6	-1%	/	/
COc1ccc(S(=O)(=O)N(C)C)cc1NCC(=O)Nc1cccc(C#N)c1	-16%	-10%	-33	-26%	-2%	-2%
Cc1noc(C)c1S(=O)(=O)Nc1ccc(C(=O)O)cc1	-6%	10%	46	18%	1%	13%
COc1ccc(NC(=O)C2CCN(C(=O)c3cccs3)CC2)cc1OC	-9%	0%	28	16%	-6%	-1%
CCOc1cc(C(=O)N2CCN(c3ccc(C(C)=O)cc3)CC2)cc(OCC)c1OCC	?	4%	24	?	6%	-1%
CCCC(=O)Nc1nc2ccc(OC)cc2s1	-1%	-2%	-40	?	?	-6%
CSC1=NCCN1C(=O)c1c(-c2c(F)cccc2Cl)noc1C	-11%	-13%	-6	4%	-5%	2%
CCCOc1ccc(N2C(=O)CC(NCCNc3ccc([N+](=O)[O-])cn3)C2=O)cc1 (stereo unspecified)	8.9µM*	26%	6	-14%	1%	-8%
Cc1ccnc(NS(=O)(=O)c2ccc(NC(=O)c3c(-c4ccccc4Cl)noc3C)cc2)n1	-10%	-12%	51	3%	-7%	3%
CCN(CC)S(=O)(=O)c1cccc(C(=O)N[C@H](C(=O)Nc2nc3ccccc3s2)C(C)C)c1	0%	-5%	-1	-17%	-8%	-2%
COc1cc(NC(=O)CCc2c(C)noc2C)c(Cl)cc1C(=O)O	/	-12%	10	0%	/	/
CCC(=O)N1CCc2cc(S(=O)(=O)NC(CC(C)C)C(=O)NCc3ccc(C)cc3)ccc21 (stereo unspecified)	18%	/	-7	/	-1%	/
COc1ccc2c(C(=O)c3ccc(C)cc3)n(CCCC(N)=O)[n+]([O-])c2c1	-10%	0%	7	6%	-7%	/
COc1ccccc1C(=O)Nc1cccc(NC(=O)c2ccccc2C)c1	4%	5%	?	?	-3%	5%
COc1ccc(NS(=O)(=O)c2ccc(NC(=S)NC(=O)c3cccnc3)cc2)nn1	?	-4%	-17	2%	4%	-13%
CCN(C(=O)COC(=O)c1ccc(C)c(S(=O)(=O)N2CCOCC2)c1)C1CCS(=O)(=O)C1 (stereo unspecified)	8%	-5%	-9	13%	?	/
Cc1ccc(C(c2sc3nc(-c4ccco4)nn3c2O)N2CCN(Cc3ccccc3)CC2)cc1 (stereo unspecified)	1%	/	27	/	8%	/
Cc1ccccc1NC(=O)c1cc(N)ccc1N1CCCCC1	-20%	-3%	-10	-9%	5%	6%
O=C(C1CCCN(CCCc2ccccc2)C1)N1CCCCC1 (stereo unspecified)	-5%	-9%[11.6 µM]	-9	18%	-13%	-21%

The list continues:
Structure	Sm TGR block	AMA1 RON2 block	HCMV inh	HCV inhibitor	AmpC detergent	Giardia FBPA inh
Cc1ccc(S(=O)(=O)CCC(=O)Nc2nc(-c3cccnc3)cs2)cc1	?	-1%	-11	8%	-1%	-10%
C[C@@H](O)C1NC(=O)[C@H](CCCCN)NC(=O)c2cc([N+](=O)[O-])cc(F)c2NCCCC[C@@H](C(N)=O)NC1=O (stereo partly specified)	-23%	8%	/	3%[8.37 µM]	0%	-1%
O=C(CSc1oc(-c2ccco2)nc1S(=O)(=O)c1ccc(Cl)cc1)NCC1CCCO1 (stereo unspecified)	50µM*	-12%	-66*	?	-5%	-9%
COc1cc(CNC(=O)c2cccc(COc3ccc(Cl)cc3)c2)cc(OC)c1	-5%	-9%	-16	7.9µM*	-7%	1%
CCOC(=O)C1=C(c2cccc(Oc3ccccc3)c2)NC(=S)NC1C (stereo unspecified)	0%	-2%	?	8.9µM*	-16%	0%
CC(=O)c1ccc(NC(=O)Nc2ccc(Cl)cc2)cc1	-17%	19%	173	?	-3%	-2%
CCOC(=O)C1=C(Nc2ccccc2)CC(C)(O)C(C(=O)OCC)C1c1ccc(Cl)cc1 (stereo unspecified)	2%	-20%&-4%	-18&14	?	-1%	2%
COC(=O)c1ccc(/C=C/c2c(-c3ccc(OC)cc3)sc3ccccc23)cc1	/	-4%	-16	21%	/	/
CC(=O)Nc1ccc(S(=O)(=O)NCCC(=O)OCc2ccc([N+](=O)[O-])cc2)cc1	46%[activator]	8%	-19	-1%	5%	/
CCCCCCCNC(=O)C1(CC2CC(c3cccc(Br)c3)=NO2)CCN(C(=O)C2CCCC2)CC1 (stereo unspecified)	8%	-21%	17	5%	-3%	/

An excerpt from above, showing only Sm TGR block and HCMV inh:
molecule | Sm TGR block | HCMV inh
CC(=O)c1ccc(NC(=O)Nc2ccc(Cl)cc2)cc1 | -17% | 173
CCCCCCCNC(=O)C1(CC2CC(c3cccc(Br)c3)=NO2)CCN(C(=O)C2CCCC2)CC1 (stereo unspecified) | 8% | 17
COC(=O)c1ccc(/C=C/c2c(-c3ccc(OC)cc3)sc3ccccc23)cc1 | / | -16
